# Screening results: PubChem BioAssay, several laboratories
# TRPC4 agonist: TRPC4 (mouse) channel activation. AID 2237. B-score at 10 µM. Q9QUQ5. 310,000 compounds, 0.49% hits. HEK293 TRPC4beta/mu-opioid, Fluo4 calcium fluorescence; active compounds read high;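 active means B-score above 5 SD of library B-scores, and initial fluorescence ratio not above library mean plus 5 SD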;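 further: positive B-score marks a calcium rise read as TRPC4 activation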
#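 System – HEK293 cells stably co-expressing mouse TRPC4beta and mu-opioid receptor · Signal – Fluo4 calcium-sensitive dye fluorescence, kinetic, 1 Hz baseline · Benchmarks – buffer (low) and maximal DAMGO (high) · Read-out – B score of integrated fluorescence ratio per well · Incubation – dye loading 45 min room temperature, 110 s kinetic read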
# TRPC4 PAM: allosterically enhances the mouse TRPC4 cation channel. Q9QUQ5. HEK293 TRPC4beta/mu-opioid, DAMGO EC20, Fluo-4 Ca2+ flux; active compounds read high. B-score at 10 µM. 310,000 compounds, 0.42% hits;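 active means B-score of calcium response area above 5 SD of library B-scores, with initial fluorescence ratio within 5 SD of library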;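 further: B-score of integrated fluorescence ratio over time as area under calcium response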
# ANO1 activ: activators or potentiators of mouse TMEM16A chloride channel. B-score at 10 µM. Q8BHY3. HEK293 TMEM16A/YFP-H148Q/I152L, iodide quench fluorescence; active compounds read low. AID 623877. 340,000 compounds, 0.3% hits;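 active means fluorescence-ratio B-score plate-corrected deviation score at least 3 library SD below zero, with starting fluorescence score within 5 deviations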;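 further: channel opened by trigger with iodide after compound preincubation; score built on the fluorescence ratio of max minus min over baseline; more negative score means more quench and so TMEM16A activation or potentiation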
# HDAC3 inh: human HDAC3 inhibition; O15379; recombinant HDAC3, fluorogenic peptide/trypsin coupled, fluorescence; inhibition, % at 8.3 µM; 320,000 compounds, 0.15% hits; AID 2718; in the data active means inhibition above about 26%, passing the limit was not always enough; inconclusive means no clear call, values can overlap the other calls
# KCNQ1 inh: inhibitors of human KCNQ1 potassium channel; CHO-K1 KCNQ1, FluxOR thallium flux fluorescence; active compounds read high; B-score at 10 µM; 310,000 compounds, 1.3% hits;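 active means compounds whose thallium flux B-score, printed positive for inhibition, exceeds three library SD while starting fluorescence stays within three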;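 further: channel opened by potassium depolarization with thallium stimulus after 20 min compound exposure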
# DYRK1A inh: Dyrk1A (rat) kinase inhibition. Q63470. ADP-Glo luminescence, NFATc1 peptide. inhibition, % at 12.5 µM. 310,000 compounds, 0.43% hits; in the data active means inhibition above about 50%;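 further: plate controls were vehicle with enzyme for no effect and no enzyme for full effect; many of its hits are not listed in these tables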
# KCNQ1 act: human KCNQ1 channel potentiation or activation. CHO-K1 KCNQ1, thallium flux FluxOR fluorescence; active compounds read high. B-score at 10 µM. 310,000 compounds, 0.35% hits. AID 2648;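 active means fluorescence ratio B-score, a plate-corrected score, at least three library SD, with initial intensity B-score within 5 SD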
#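 assay system = KCNQ1-transfected CHO-K1 cells | medium = assay buffer with matched DMSO | probe or stimulus = depolarizing K+/Tl+ stimulus, K2SO4 and Tl2SO4 each 12.5 mM in 5x stock | dosing = single dose | incubation = dye 90 min, compound 20 min, room temperature | detection = kinetic FluxOR fluorescence, 10 s baseline plus 110 s post-stimulus | evaluation = ratio B score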
# hERG protect: compounds protecting human hERG from proarrhythmic drug block; CHO-hERG, FluxOR thallium flux, dofetilide IC70 present; Q12809; 310,000 compounds, 0.51% hits; activation (rescue from dofetilide block), less the hit threshold, % at 10 µM;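 active means activation above the mean of controls blocked by dofetilide plus 5 SD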;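 further: thallium influx through hERG after potassium depolarization seen as dye fluorescence rise; in these data hits start at about 4.7%; inactives centre near -7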
# Target sequence (Q12809 whole entry, looked up): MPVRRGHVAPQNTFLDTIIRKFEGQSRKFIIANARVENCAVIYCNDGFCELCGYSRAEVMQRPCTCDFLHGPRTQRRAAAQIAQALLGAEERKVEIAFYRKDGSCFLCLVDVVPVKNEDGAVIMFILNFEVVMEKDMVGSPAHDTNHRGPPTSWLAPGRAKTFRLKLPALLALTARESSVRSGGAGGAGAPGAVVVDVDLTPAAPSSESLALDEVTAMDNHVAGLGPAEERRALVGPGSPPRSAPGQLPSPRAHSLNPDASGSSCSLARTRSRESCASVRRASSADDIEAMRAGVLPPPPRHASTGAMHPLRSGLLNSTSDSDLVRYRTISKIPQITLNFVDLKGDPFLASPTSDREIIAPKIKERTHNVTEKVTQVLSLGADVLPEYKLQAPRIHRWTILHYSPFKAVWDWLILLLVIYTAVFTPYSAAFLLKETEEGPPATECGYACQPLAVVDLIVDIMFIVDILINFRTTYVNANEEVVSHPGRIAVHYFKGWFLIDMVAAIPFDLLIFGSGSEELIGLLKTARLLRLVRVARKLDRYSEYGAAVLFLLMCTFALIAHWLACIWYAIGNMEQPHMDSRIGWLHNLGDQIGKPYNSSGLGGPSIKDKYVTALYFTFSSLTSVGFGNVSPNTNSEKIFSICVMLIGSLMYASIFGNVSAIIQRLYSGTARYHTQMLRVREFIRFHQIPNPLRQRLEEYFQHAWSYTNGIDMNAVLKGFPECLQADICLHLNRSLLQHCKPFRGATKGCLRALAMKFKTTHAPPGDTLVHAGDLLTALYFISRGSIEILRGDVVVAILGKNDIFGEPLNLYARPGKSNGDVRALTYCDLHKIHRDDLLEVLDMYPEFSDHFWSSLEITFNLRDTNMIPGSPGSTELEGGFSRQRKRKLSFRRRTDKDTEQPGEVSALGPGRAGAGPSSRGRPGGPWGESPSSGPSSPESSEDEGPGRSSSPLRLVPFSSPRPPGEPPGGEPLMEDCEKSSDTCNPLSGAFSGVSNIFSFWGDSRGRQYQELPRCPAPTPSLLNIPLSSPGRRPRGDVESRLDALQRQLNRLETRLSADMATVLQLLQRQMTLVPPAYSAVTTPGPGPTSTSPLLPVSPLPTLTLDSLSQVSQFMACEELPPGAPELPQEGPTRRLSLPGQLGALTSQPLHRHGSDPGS
# TMEM16A inh: blocks the mouse calcium-activated chloride channel TMEM16A; HEK293 TMEM16A/YFP iodide influx fluorescence, ionomycin; normalized B-score (activity score, 25-100; higher = stronger inhibition) at 10 µM; 310,000 compounds, 1.2% hits; AID 588511;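 active means ratio plate-corrected score three or more library SD toward inhibition, starting fluorescence score within five deviations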;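 further: score derived from kinetic fluorescence span divided by baseline fluorescence per well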
# KCNK9 block: inhibitors of human KCNK9 two-pore domain potassium channel; Q9NPC2; HEK293 KCNK9, FluxOR thallium flux fluorescence; active compounds read low; B-score at 10 µM; 310,000 compounds, 1.2% hits;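 active means ratio B-score over 3 SD below the library mean, with starting fluorescence within 5 SD of its mean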;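 further: negative B-score means less thallium flux so channel inhibition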
# KCNK3 block: human KCNK3 channel inhibition, primary screen | B-score at 10 µM | 340,000 compounds, 0.84% hits | CHO-KCNK3 thallium flux, FluxOR fluorescence; active compounds read low;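 active means B-score under library mean minus 4 SD, starting fluorescence ratio at most library mean plus 5 SD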;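 further: more negative B-score means stronger inhibition of thallium flux through KCNK3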
# * = called active by the depositor; i = inactive; u = inconclusive; x = no result given.
# Order of results – TRPC4 agonist, TRPC4 PAM, ANO1 activ, HDAC3 inh, KCNQ1 inh, DYRK1A inh, KCNQ1 act, hERG protect, TMEM16A inh, KCNK9 block, KCNK3 block
> CCCc1[nH]nc2c1C(c1cccnc1)C(C#N)=C(N)O2 (stereo not drawn)
    i, i, i, -3, i, 7, i, -4, i, i, i
> Cc1ccc(OCC(=O)Nc2ccc(O)c(-c3nc4ccccc4o3)c2)cc1
    i, i, i, -4, i, -3, i, -3, i, i, i
> CS(=O)(=O)N(CC(=O)N1CCc2ccccc2C1)c1cccc(Br)c1
    i, i, i, -6, i, -2, i, -10, i, i, i
> O=C(CNC(=O)OCc1ccccc1)NC1CCCCCC1
    i, i, i, -5, i, -1, i, -8, i, i, i
> CC(C)Cn1c(-c2ccc(Cl)cc2)cnc1SCC(=O)N1CCOCC1
    i, i, i, u, i, 6, i, -3, i, i, i
> CC(C)CCN1NC2(CCCC(C)C2)NC1=S (stereo not drawn)
    i, i, i, -15, i, 0, i, -6, i, i, i
> c1ccc(CC2CCN(c3ncnc4sccc34)CC2)cc1
    i, i, -40*, x, 8*, x, i, -32, x, i, i
> CC1Cc2ccccc2N1C(=S)NC(=O)c1ccc(Cl)cc1Cl (stereo not drawn)
    i, i, i, 6, i, 6, 24*, 32*, i, i, i
> Cc1cc(=O)[nH]c2c(C)cc(S(=O)(=O)Nc3ccc(O)cc3)cc12
    i, i, i, -9, i, 12, i, -4, i, i, i
> CS(=O)(=O)N1CCC(C(=O)Nc2cc(Cl)c(Cl)cc2Cl)CC1
    i, i, i, 1, i, 1, i, -6, i, i, i
> CCOC(=O)c1ccc(NC(=O)C2(c3ccc(OC)cc3)CCCC2)cc1
    i, i, i, 9, i, 7, i, -6, i, i, i
> Nc1nc(C2CC2)c(Sc2sc(N)nc2C2CC2)s1
    i, i, i, -4, i, 6, i, -8, i, i, i
> CCC(Oc1ccccc1)C(=O)N1CCN(CC)CC1 (stereo not drawn)
    i, i, i, -2, i, 0, i, -2, i, i, i
> COc1ccc(C2CC(C(F)(F)F)n3ncc(C(=O)O)c3N2)cc1OC (stereo not drawn)
    i, i, i, 1, i, 1, i, -9, i, i, i
> CC(C)c1ccc(OCCCCCN2CCOCC2)cc1
    i, i, i, -1, i, -2, i, -7, i, i, i
> Cc1ccc(-n2c(=S)[nH]c3nc4c(cc3c2=O)COC(C)(C)C4)cc1
    i, i, i, -3, i, -2, i, -2, i, i, i
> Cc1c(N2C(=O)c3cccc4cccc(c34)C2=O)c(=O)n(-c2ccccc2)n1C
    i, i, i, 4, i, 0, i, -5, i, i, i
> C/C(CC(=O)Nc1ccc(Cl)cc1Cl)=N\NC(N)=S
    i, i, i, -6, i, 2, i, -9, i, i, i
> COc1cccc(/C(C)=N/NC(=O)c2cc(-c3cccnc3)nc3ccccc23)c1
    i, i, i, 4, i, -3, i, -5, i, i, i
> Cc1nn2cc(-c3ccccc3)nc2[nH]c1=O
    i, i, i, -32, i, -6, i, -1, i, i, i
> COc1ccc(Cn2nnnc2C(c2ccccn2)N2CCN(c3cc(Cl)ccc3C)CC2)cc1 (stereo not drawn)
    i, i, i, 3, i, 3, i, -1, i, -11*, -9.5*
> Cc1ccc(N2CCN(C(=O)Nc3cccc([N+](=O)[O-])c3)CC2C)cc1 (stereo not drawn)
    i, i, i, 9, 6*, 5, i, -18, i, i, i
> CCCN1CCN(C(=O)Cn2nc(C)n3c(cc4sccc43)c2=O)CC1
    i, i, i, -7, i, 0, i, -11, i, i, i
> C=CCCC1(C)C(=O)N(c2ccccc2)c2ccccc21 (stereo not drawn)
    i, i, i, 6, i, -1, i, -8, i, -8.9*, i
> N#Cc1nc(-c2ccc(OCc3ccccc3)cc2)oc1NCCN1CCOCC1
    i, i, x, -19, i, x, i, -8, i, i, x
> Cc1ccc(S(=O)(=O)n2ccnc2)cc1C
    i, i, i, -3, i, 2, i, -6, i, i, i
> Cc1ccccc1NC(=O)Cn1c(=O)n(-c2ccc(CC(=O)NCC3CCCO3)cc2)c(=O)c2ccccc21 (stereo not drawn)
    i, i, i, -1, i, 5, i, -10, i, i, i
> S=C(NCCOCCOCCNC(=S)Nc1ccccc1)Nc1ccccc1
    i, i, i, -1, i, 3, i, -2, i, i, i
> Cc1cc(C)n(-c2nc3ccccc3n3cnnc23)n1
    i, i, i, 16, i, 4, i, 0, i, i, i
> Cc1ccc(NC(=O)C2COc3ccccc3O2)c(C)c1 (stereo not drawn)
    i, i, i, 3, i, -2, i, -6, i, i, i
> OCCC1CN(CC2CCCCC2)CCN1CC1CCCCC1 (stereo not drawn)
    i, i, i, 6, i, 1, i, 0, i, i, i
> Cc1nc(N/N=C/c2cccc(F)c2)cc(N2CCOCC2)n1
    i, i, i, 12, i, 16, i, -3, i, i, i
> CCc1ccccc1NC(=O)CCc1c(C)nn(-c2ccc(N3CCOCC3)nn2)c1C
    i, i, i, -6, i, -5, i, -8, i, i, i
> COc1ccc(-n2nc(C(=O)NCC(=O)N3CCOCC3)c3ccccc3c2=O)c(OC)c1
    i, i, i, -1, i, -5, i, -4, i, i, i
> Cn1c(=O)oc2cc(S(=O)(=O)Nc3cccc([N+](=O)[O-])c3)ccc21
    i, i, i, -7, i, 4, i, -5, i, i, i
> COc1ccc(CCNC(=O)COc2ccc(N(C)S(=O)(=O)c3ccc(Cl)cc3)cc2)cc1
    i, i, i, x, i, -6, i, -4, x, i, i
> COCCN(Cc1cccs1)S(=O)(=O)c1csc(C(N)=O)c1
    i, i, i, 5, i, -4, i, -5, i, i, i
> CCOC(=O)C1CCN(C(=O)C2CCN(c3nn4c(=O)cc(C)nc4s3)CC2)CC1
    i, i, i, 5, i, 0, i, 1, i, i, i
> O=S(=O)(c1ccc(S(=O)(=O)N2CCCC2)cc1)N1CCCCCC1
    i, i, i, 1, i, x, i, -3, i, i, i
> Cc1ccc(S(=O)(=O)N2CCN(C(=O)COC(=O)/C=C/c3ccccc3[N+](=O)[O-])CC2)c(C)c1
    i, i, i, 4, i, 12, i, -12, i, i, i
> COc1cccc(/C=C2/SC(=S)N(CC(=O)NNC(=O)c3ccccc3OC)C2=O)c1
    i, i, i, -2, i, 3, i, -4, i, i, i
> Cc1cc(=O)oc2c(C)c(OCC(=O)N3CCN(C(=O)C4COc5ccccc5O4)CC3)ccc12 (stereo not drawn)
    i, i, i, -5, i, 7, i, -14, i, i, i
> COc1cccc(NC(=O)CN(c2ccc3c(c2)OCO3)S(C)(=O)=O)c1
    i, i, i, 3, i, 4, i, -10, i, i, i
> CCOC(=O)Cc1cnc(NC(=O)Cn2nnc(-c3ccc(OCC)cc3)n2)s1
    x, x, i, 2, x, 0, x, x, i, x, i
> C=C(C)CN(CC)C(=O)CCc1nnc(CCc2c[nH]c3ccccc23)o1
    i, i, i, 8, i, -5, i, -6, i, i, i
> CCOc1ccc(C(=O)CN2CCN(S(=O)(=O)c3ccc(Br)cc3)CC2)cc1
    i, i, i, 6, i, 1, i, -2, i, i, i
> CCc1ccccc1-n1nnnc1-c1cnccc1C(F)(F)F
    i, i, i, 0, i, -19, i, -11, i, i, i
> O=S(=O)(c1cccc2ccccc12)n1nnc2ccccc21
    i, i, x, 2, i, x, i, -10, i, i, x
> Clc1ccccc1/C=C/c1nc(-c2ccccn2)no1
    i, i, i, -5, i, 5, i, -8, i, i, i
> CCN(CC)CCCn1c2c(c(SCC(=O)Nc3cc(OC)cc(OC)c3)nc1=O)CCC2
    i, i, i, 9, i, 0, i, -7, i, i, i

# (continued)
# Order of results – TRPC4 agonist, TRPC4 PAM, ANO1 activ, HDAC3 inh, KCNQ1 inh, DYRK1A inh, KCNQ1 act, hERG protect, TMEM16A inh, KCNK9 block, KCNK3 block
> Cc1ccc(Cl)c(NC(=O)COC(=O)CNS(=O)(=O)/C=C/c2ccccc2)c1Cl
    i, i, i, x, i, 1, i, -4, i, i, i
> O=C(N/C(=C\c1ccco1)C(=O)N1CCC(O)CC1)c1ccccc1
    i, i, i, 1, i, 1, i, -2, i, i, i
> CCn1c(=O)cc(OCC(=O)NCCc2cccc(C)c2)c2ccccc21
    i, i, i, -16, i, -2, i, -10, i, i, i
> Cc1cc(-c2ccccc2)nc(SCc2ccc(C(=O)O)cc2)n1
    i, i, i, 12, i, 1, i, -9, i, i, i
> CCc1cc2c(COC(=O)c3cccc(S(C)(=O)=O)c3)cc(=O)oc2cc1O
    i, i, i, -5, i, -2, i, -8, i, i, i
> Cc1ccc(-n2c(N)c(C(=O)Nc3c(C)n(C)n(-c4ccccc4)c3=O)c3nc4ccccc4nc32)cc1C
    i, i, x, x, i, x, i, -3, i, i, x
> COc1ccccc1C(=O)N/N=C/c1c[nH]c2ccccc12
    i, i, i, 6, i, 8, i, 0, i, i, i
> CCOc1cc(/C=N/O)ccc1OCc1ccc(C)cc1
    i, i, i, 1, i, 2, i, -16, i, i, i
> COCCNC(=O)c1cnn2c(C(F)(F)F)cc(-c3ccc(C)cc3)nc12
    i, i, -5.2*, -3, i, -43, i, -6, i, i, i
> CCOC(=O)CCCNS(=O)(=O)c1c(C)ccc2nsnc12
    i, i, i, 7, i, 1, i, -2, i, i, i
> CC(C)C(=O)Nc1ccc(C(=O)NN2C(=O)c3ccccc3C2=O)cc1
    i, i, i, x, i, -7, i, -4, i, i, i
> O=C1C(Cl)=C(NCc2cccnc2)C(=O)c2ccccc21
    i, i, i, 4, 9*, 28, i, -17, i, i, i
> Cc1ccc(S(=O)(=O)N(c2ccccc2)C2CCS(=O)(=O)C2)cc1 (stereo not drawn)
    i, i, i, -4, i, 4, i, -3, i, i, i
> CCCCNC(=S)NNC(=O)c1cccnc1
    i, i, i, -3, i, 1, i, -4, i, i, i
> Cn1cnc([N+](=O)[O-])c1Oc1ccccc1
    i, i, i, 10, i, -5, i, -3, i, i, i
> CCN1C(=O)[C@@H]2C(C(=O)c3cnccn3)=NN[C@@H]2C1=O
    i, i, i, -4, i, x, i, -4, i, i, i
> C(#Cc1ccc(C#CCN2CCOCC2)cc1)CN1CCOCC1
    i, i, i, 5, i, 3, i, -9, i, i, i
> Cc1nnsc1C(=O)NC1CCCc2c1cnn2-c1ccccc1F (stereo not drawn)
    i, i, i, 0, i, -4, i, -11, 100*, i, i

# These rows are one share of the data; count on the stated rates, not on these rows.
